Screening results from PubChem.
D1 PAM – enhances dopamine response at the human D1 receptor. P21728. HEK293 TREx D1 cells, calcium flux, dopamine EC20 potentiation. potentiation, % at 10 µM. 360,000 compounds, 0.036% hits. AID 504651; in the data active = potentiation above about 30%; also: 0% is about no effect
Target sequence (P21728 whole entry, looked up): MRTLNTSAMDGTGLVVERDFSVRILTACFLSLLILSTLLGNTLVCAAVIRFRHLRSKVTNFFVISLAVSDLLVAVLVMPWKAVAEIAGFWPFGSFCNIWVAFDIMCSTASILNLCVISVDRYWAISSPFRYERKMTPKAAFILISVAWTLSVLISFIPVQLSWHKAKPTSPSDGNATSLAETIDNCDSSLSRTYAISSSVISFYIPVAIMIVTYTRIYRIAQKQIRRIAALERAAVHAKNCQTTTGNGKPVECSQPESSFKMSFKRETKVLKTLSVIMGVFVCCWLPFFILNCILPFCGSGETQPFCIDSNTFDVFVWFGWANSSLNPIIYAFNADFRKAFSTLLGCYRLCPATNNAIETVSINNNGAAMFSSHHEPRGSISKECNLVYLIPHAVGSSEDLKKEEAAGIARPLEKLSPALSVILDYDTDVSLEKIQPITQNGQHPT
RXFP1 ag – activates the human relaxin receptor RXFP1; Potency, µM (series often up to 57.5 µM), without a hit: at the top dose activation, usual class: activators; HEK293T-RXFP1 cAMP TR-FRET, 30 min; response scale: percent of porcine relaxin response, buffer zero; 370,000 compounds, 0.3% hits; Q9HBX9; AID 2676; also: potency is read from the fitted curve at half-maximal effect; % is scaled to controls: 0 for no effect and ±100 for the full control effect; nearly all actives have a fitted effect of over 60% in size; many of its hits are not listed in these tables
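HEK293 cells stably expressing RXFP1, treated 30 min at 37C with compounds plus PDE4 inhibitor Ro 20174; cAMP measured by HTRF TR-FRET. Normalized to buffer and 29 nM porcine relaxin; EC50 by Hill fit.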
D1 agonist – agonists of human D1 dopamine receptor. HEK293 T-REx D1 cells, calcium flux, agonist mode. activation, % at 2 µM. 360,000 compounds, 1% hits; in the data active = activation above about 30%; also: 0% is about no effect
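Inducible HEK293 T-REx D1 cells, force-coupled to calcium signalling, were plated at 4000 cells/well with tetracycline and held overnight at 30 C. After no-wash calcium dye loading, compound-evoked calcium rise over 180 s flagged agonists.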
RXFP1 antagonist – antagonists of human relaxin receptor RXFP1; Q9HBX9; HEK293-RXFP1, relaxin-stimulated cAMP HTRF, 30 min; active compounds read low; activity change, negative = inhibition, % at 57.5 µM; 350,000 compounds, 0.59% hits; AID 1259400;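 active = activity change of -60% or lower, but not beyond a set lower limit; inconclusive = change between -60% and -40%, or beyond the set limit; inactive = change above -40%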; also: % is scaled to controls: 0 for no effect and ±100 for the full control effect
GRP78 ERSR act – inducers of ER stress response in human glioma cells; U87-MG GRP78 promoter luciferase reporter, 16 h; 420,000 compounds, 0.02% hits; AID 602332; Potency, µM, inactives show top-dose activation, actives largely listed as activators; also: potency is read from the fitted curve at half-maximal effect; series mostly up to about 76 µM; % of control where 0% means no effect; nearly all actives have a fitted effect of over 35% in size
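Stably transfected U87-MG glioma cells carrying a GRP78-based luciferase sensor; 16 h compound incubation. Luminescence end-point read 10 min after Bright-Glo addition at room temperature.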
Vif-APOBEC3F blk – blocks the Vif interaction with APOBEC3F | HeLa A3F-eYFP + Vif (tagged APOBEC3F with the HIV-1 protein that degrades it), YFP fluorescence increase | Potency, µM (titrated, usually from 46.1 µM), inactives show at the top dose activity, negative = active | 390,000 compounds, 0.2% hits | AID 602313; also: potency is read from the fitted curve at half-maximal effect; % of control where 0% means no effect; nearly all actives have a fitted effect of over 65% in size
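Fluorescence increase (Ex 488/Em 500-530) after overnight compound treatment at 37 deg C flags inhibition of Vif-driven A3F-eYFP loss in stable HeLa A3F-eYFP/Vif cells seeded overnight beforehand.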
D2 potentiator – D2 dopamine receptor (human) potentiation. HEK293 T-REx D2, calcium flux, EC20 dopamine potentiation. AID 485347. 340,000 compounds, 0.34% hits. P14416. potentiation, % at 10 µM;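 active = potentiation over 3 SD above the plate norm, cut at about 30% in these data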; also: 0% is about no effect
Target sequence (P14416 whole entry, looked up): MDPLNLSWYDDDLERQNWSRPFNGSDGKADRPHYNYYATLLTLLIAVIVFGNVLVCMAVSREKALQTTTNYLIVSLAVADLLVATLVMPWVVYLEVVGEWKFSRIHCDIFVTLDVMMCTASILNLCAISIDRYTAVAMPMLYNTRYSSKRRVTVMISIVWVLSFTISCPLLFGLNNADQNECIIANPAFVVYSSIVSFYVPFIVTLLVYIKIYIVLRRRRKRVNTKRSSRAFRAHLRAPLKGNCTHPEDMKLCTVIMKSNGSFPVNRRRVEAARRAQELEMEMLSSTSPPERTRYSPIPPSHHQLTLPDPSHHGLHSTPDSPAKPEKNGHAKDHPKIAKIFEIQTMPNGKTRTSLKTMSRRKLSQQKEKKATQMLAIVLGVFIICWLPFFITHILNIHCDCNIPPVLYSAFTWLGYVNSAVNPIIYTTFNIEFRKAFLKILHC
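Potentiation of an EC20 dopamine calcium response is measured in a force-coupled, tetracycline-inducible Hek293 Trex D2 line. Compound-only kinetic reads over 180 s flag agonists before dopamine addition.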
Vif-A3G inh – Vif-A3G binding inhibition | Q9HC16 | HeLa A3G-eYFP + Vif (tagged APOBEC3G with the HIV-1 protein that degrades it), YFP fluorescence, overnight | Potency, µM (doses to about 46.1 µM), for the others: top-dose activity, negative = active, most hits filed as inhibitors | 410,000 compounds, 0.076% hits | AID 602310;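 also: potency is read from the fitted curve at half-maximal effect; % is scaled to controls: 0 for no effect and ±100 for the full control effect; nearly all actives have a fitted effect of over 60% in size; hits raise eYFP signal because A3G escapes Vif-driven loss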
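Read-out is eYFP fluorescence (Ex 488/Em 500-530) from Vif-expressing HeLa A3G-eYFP cells; more signal means A3G escaped Vif-mediated degradation. Cells plated overnight, compound pinned in, incubated overnight at 37 deg C.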
D1 antagonist – human D1 dopamine receptor antagonism; HEK293 TREx D1 cells, calcium flux, dopamine EC80; active compounds read low; activity change, negative = inhibition, % at 10 µM; 360,000 compounds, 3.2% hits; in the data active = activity change below about -30%; also: % is scaled to controls: 0 for no effect and ±100 for the full control effect
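Using tetracycline-induced force-coupled D1 Hek293 cells and a calcium dye, signals were followed for 180 s after compound, then for 180 s after EC80 dopamine, to detect inhibitors.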
* hit, by the source's call; ? = inconclusive; nt = no result given. Unless noted, calls follow the shape of the dose curve; as a rule, active = well fitted curve in the direction sought with a large enough effect; inconclusive = small, poorly fitted or top-dose-only effect, or another doubt; inactive = no such curve, though single readings can be large; an effect the other way counts as inactive or inconclusive. Some of the compounds tested; the hit share may differ from the screen's.

Structure	D1 PAM	RXFP1 ag	D1 agonist	RXFP1 antagonist	GRP78 ERSR act	Vif-APOBEC3F blk	D2 potentiator	Vif-A3G inh	D1 antagonist
COc1ccccc1NC(=O)C1=C(C)NC(=O)NC1c1cccc(OC)c1OC (configuration not stated)	-9	0.2%	1	-8	-2%	-6%	22	-2%	17
Cc1cc(OCC(O)CN2CCCC2)ccc1C(C)C (configuration not stated)	2	-0.5%	7	6	-1%	1%	-7	3%	5
CC(C)c1cc(CN2CCN(Cc3ccc(F)c(F)c3)C(CCO)C2)[nH]n1 (configuration not stated)	-6	0.2%	2	-5	-2%	6%	-27	-5%	-10
Cc1ccccc1C(=O)Nc1ccc2c(c1)nc(CCNC(=O)c1ccco1)n2C	2	7.7%	2	-6	1%	-16%	nt	-1%	4
O=C(Nc1cnccn1)c1ccc(Cl)cc1	-1	-2.4%	1	3	1%	10%	-11	1%	-3
COc1ccc(N(C(=O)c2cccc(C)c2)S(=O)(=O)c2ccc(Cl)cc2)cc1	-1	1.2%	6	-9	-1%	5%	-11	-7%	-7
Cc1cc(F)ccc1NC(=O)CCCN(C)S(=O)(=O)c1ccc(F)cc1	-5	-0.9%	4	6	-3%	14%	-6	1%	-6
O=C(NCCN1C(=O)CSC1=O)C1CC(=O)N(c2ccccc2)C1 (configuration not stated)	-4	1.7%	1	-12	-3%	-14%	-2	1%	-3
Cc1ccc(OCC(=O)NNC(=O)c2ccc3c(=O)n4c(nc3c2)CCC4)cc1	-6	-1.0%	1	-12	-2%	4%	8	0%	-16
O=C(Nc1cc(C(F)(F)F)ccc1N1CCOCC1)c1cnccn1	-1	0.5%	1	13	-5%	-5%	14	4%	4

Whole records, looked up by structure.
`COc1ccccc1NC(=O)C1=C(C)NC(=O)NC1c1cccc(OC)c1OC` (configuration not stated) across the screens: D1 PAM: -9; RXFP1 ag: 0.2%; D1 agonist: 1; RXFP1 antagonist: -8; GRP78 ERSR act: -2%; Vif-APOBEC3F blk: -6%; D2 potentiator: 22; Vif-A3G inh: -2%; D1 antagonist: 17
`Cc1cc(F)ccc1NC(=O)CCCN(C)S(=O)(=O)c1ccc(F)cc1` across the screens: D1 PAM: -5; RXFP1 ag: -0.9%; D1 agonist: 4; RXFP1 antagonist: 6; GRP78 ERSR act: -3%; Vif-APOBEC3F blk: 14%; D2 potentiator: -6; Vif-A3G inh: 1%; D1 antagonist: -6
`Cc1ccc(OCC(=O)NNC(=O)c2ccc3c(=O)n4c(nc3c2)CCC4)cc1` across the screens: D1 PAM: -6; RXFP1 ag: -1.0%; D1 agonist: 1; RXFP1 antagonist: -12; GRP78 ERSR act: -2%; Vif-APOBEC3F blk: 4%; D2 potentiator: 8; Vif-A3G inh: 0%; D1 antagonist: -16

Continuation:
Structure	D1 PAM	RXFP1 ag	D1 agonist	RXFP1 antagonist	GRP78 ERSR act	Vif-APOBEC3F blk	D2 potentiator	Vif-A3G inh	D1 antagonist
CC(=O)Nc1ccc(C(=O)OC2CCOC2=O)cc1 (configuration not stated)	1	3.3%	4	-9	-5%	nt	-4	-3%	2
CCOC(=O)c1c(C)c2c(n1C)CCC/C2=N\O	2	13%	1	1	3%	-2%	-11	1%	-3
O=C(CCSCc1ccccc1Cl)N1CCN(c2ccc(F)cc2)CC1	-1	-0.6%	1	-3	-2%	6%	-12	7%	2
COc1ccc(-c2[nH]ncc2CN(C)C(C)c2ccncn2)c(F)c1 (configuration not stated)	7	0.7%	2	5	-5%	1%	-4	-2%	-2
O=C(CSc1ccc2c(c1)OCCO2)NCc1ccccc1	-5	-2.7%	3	1	-1%	-3%	-1	8%	-2
O=C(NNC(=O)C12CC3CC(CC(O)(C3)C1)C2)c1ccccc1O	-2	0.0%	2	-6	1%	-10%	1	0%	1
CCn1c(=O)c2cc(C(=O)N3CCCC3)sc2c2ccccc21	7	-1.3%	1	nt	nt	nt	8	nt	16
Cc1ccccc1OCCSc1nnc(-c2ccc([N+](=O)[O-])cc2)o1	1	1.8%	-3	0	nt	nt	15	nt	-1
Cc1nnc(SCC(=O)Nc2cccc(S(N)(=O)=O)c2)n1-c1ccccc1	-6	0.4%	2	0	1%	15%	1	2%	9
CC(C)Cc1nc(Nc2ccccc2C#N)c2nnn(Cc3ccccc3)c2n1	-2	-0.4%	11	-7	-3%	0%	-3	-9%	19

Structure	D1 PAM	RXFP1 ag	D1 agonist	RXFP1 antagonist	GRP78 ERSR act	Vif-APOBEC3F blk	D2 potentiator	Vif-A3G inh	D1 antagonist
COc1ccc2c(CC(=O)NCc3ccc4c(c3)OCO4)coc2c1	-5	0.4%	0	-3	0%	1%	0	3%	-20
CC(C)(C)OC(=O)NOCC(=O)N(CC(=O)c1ccccc1)Cc1ccccc1	-2	-0.9%	1	nt	-5%	5%	-10	-8%	-8
CC(=O)N1CCCC1c1nc2ccccc2n1Cc1ccc(F)cc1 (configuration not stated)	0	-5.5%	-1	nt	-3%	-1%	2	-1%	2
COCCNC(=O)CS(=O)Cc1nc(-c2ccc(OC)cc2)oc1C (configuration not stated)	-1	0.3%	1	6	-4%	-3%	9	0%	2
Cc1ccccc1-c1nc2sc(-c3ccccc3)cc2c(=O)o1	14	-0.3%	4	2	-1%	-4%	-2	-5%	4
O=C(c1ccc(Oc2cc(Cl)cc(Cl)c2)o1)N1CCCCC1	3	1.8%	0	-9	-2%	-4%	nt	-1%	-11
CCOC(=O)CSc1nc2cc3c(cc2c(=O)n1Cc1ccc(C(=O)NCCc2ccc(OC)c(OC)c2)cc1)OCO3	-3	1.8%	3	-10	-2%	5%	10	-7%	-12
CCOC(=O)c1c(S(=O)(=O)N2CCCC(C)C2)c(C)n(C)c1C (configuration not stated)	-2	3.5%	4	-6	-2%	8%	-8	-4%	1
Cc1ccc(OCCNC(=O)c2ccc(C)o2)cc1	7	-0.6%	0	-10	-4%	-1%	-20	0%	0
Cc1cccc(Nc2cc(C)nc3nc(-c4ccccc4)nn23)c1	3	0.0%	2	nt	-6%	1%	-11	0%	11

| Compound | D1 PAM | RXFP1 ag | D1 agonist | RXFP1 antagonist | GRP78 ERSR act | Vif-APOBEC3F blk | D2 potentiator | Vif-A3G inh | D1 antagonist |
| --- | --- | --- | --- | --- | --- | --- | --- | --- | --- |
| Cc1c(Cl)c([N+](=O)[O-])nn1CC(=O)NCC1CCCO1 (configuration not stated) | -2 | 4.4% | 2 | 3 | 3% | -10% | -8 | 0% | 6 |
| CC(C)c1nnc(NC(=O)CCC(=O)N2CCN(Cc3ccc(F)cc3)CC2)s1 | 2 | -0.1% | 0 | -20 | 4% | -2% | -10 | 6% | 2 |
| Cc1cccc(CN2CCN(C(=S)Nc3ccccc3)CC2)c1 | 2 | 0.2% | 6 | -2 | -5% | 3% | 16 | 5% | 10 |
| COCCN1CCN(C(=O)C2CCC(=O)N(Cc3ccccc3F)C2)CC1 (configuration not stated) | -8 | -0.9% | 1 | -7 | -4% | 3% | -2 | 3% | 5 |
| Cc1ccc(NC(=O)c2ccccc2N2C(=O)C3C4C=CC(C5CC45)C3C2=O)cc1C (configuration not stated) | 7 | 0.0% | 1 | -7 | -6% | 1% | -4 | -12% | 2 |
| CN(C)CCCn1c(SCC(=O)N2CC(=O)Nc3ccccc32)nc2ccccc2c1=O | -1 | 4.8% | 2 | -9 | -6% | 0% | -2 | 2% | -2 |
| CC(=O)c1cnc(SCCN2C(=O)c3ccccc3C2=O)nc1C | -5 | 0.4% | 4 | -4 | -1% | -5% | 1 | 1% | -1 |
| Cc1cccc(OCCCC(=O)Nc2nnc(C3CCCO3)s2)c1C (configuration not stated) | 4 | 0.2% | 1 | -3 | -4% | 8% | 9 | 0% | 8 |
| Cc1ccc(CNC(=O)NCc2ccccc2)cc1 | 0 | -1.5% | 1 | -7 | 0% | 0% | 2 | 0% | -10 |
| COc1ccc(C2/C(=C(/O)c3ccc(S(=O)(=O)N4CCOCC4)cc3)C(=O)C(=O)N2CCN2CCOCC2)cc1 (configuration not stated) | -5 | 4.8% | 2 | -10 | -1% | 2% | -8 | -3% | 32 |
| CCOC(=O)c1oc2ccccc2c1CSc1nnnn1-c1ccc(C)cc1 | -5 | 0.4% | 4 | 0 | -2% | 0% | 0 | -6% | -12 |
| Cc1[nH]nc2c1C(=O)CC(C)(C)C2 | -3 | -0.8% | 3 | -5 | 2% | 2% | 6 | -4% | -12 |
| COc1ccccc1-n1cnnc1SC(C)C(=O)Nc1cccc([N+](=O)[O-])c1 (configuration not stated) | -6 | -1.5% | 6 | 17 | -7% | -1% | -7 | 1% | -14 |
| CCCCOc1ccccc1NC(=O)C=C(C)C | 0 | -0.6% | 1 | 4 | -2% | 0% | 14 | 1% | 20 |
| NC(=O)CNC(=O)c1ccc(Cl)cc1 | -3 | 2.3% | 3 | 24 | 0% | 10% | -1 | 1% | 6 |
| COc1ccc(C(=O)N2CCC(C(=O)Nc3ccc(OC)c(OC)c3)CC2)cc1 | -3 | 0.5% | 1 | -6 | -1% | -5% | 13 | -5% | -8 |
| Cc1nn2c3ccccc3nc2c2ccccc12 | -9 | 0.1% | 0 | 3 | -7% | 0% | -4 | 1% | -1 |
| CCOc1ccc2c(c1)OC(c1ccc(OC)cc1)(C(F)(F)F)NC2=O (configuration not stated) | -3 | -0.6% | 3 | ? | -1% | -12% | 15 | ? | -1 |
| COc1ccccc1N1CC(C(=O)Nc2nnc(SCC(=O)N3CCCC3)s2)CC1=O (configuration not stated) | nt | nt | nt | 8 | 1% | -8% | nt | -1% | nt |
| Cc1noc(C)c1S(=O)(=O)N(C)C[C@@H]1OCc2cn(nn2)CCCC(=O)N([C@@H](C)CO)C[C@H]1C | nt | nt | nt | 2 | 0% | 1% | nt | 0% | nt |
| CCN(CC(=O)Nc1c(F)cccc1F)C(=O)c1ccc(S(=O)(=O)N2CCCCCC2)cc1 | -4 | 1.4% | 3 | -8 | 0% | -12% | -5 | 2% | -4 |
